Bioassay records (PubChem BioAssay)
TEAD-YAP block = TEAD-YAP interaction inhibition; HEK-TIYL cells, TEAD-Gal4/YAP UAS-luciferase luminescence; inhibition, % at 9.12 µM; 640,000 compounds, 1.4% hits; AID 1259422; in the data active = inhibition above about 32%;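 also: 0% = median of test compound wells and 100% = reference inhibitor wells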
FBW7 act = human FBW7 E3 ligase activation, primary screen; AlphaScreen FBW7–phospho-cyclin E peptide binding, activator screen; 650,000 compounds, 0.13% hits; Q969H0; AID 1259310; normalized activity (activation), % at 26.1 µM; in the data active = normalized activity above about 1.9%;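 also: purified mutant Fbw7 with reduced substrate affinity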
Target sequence (Q969H0 whole entry, looked up): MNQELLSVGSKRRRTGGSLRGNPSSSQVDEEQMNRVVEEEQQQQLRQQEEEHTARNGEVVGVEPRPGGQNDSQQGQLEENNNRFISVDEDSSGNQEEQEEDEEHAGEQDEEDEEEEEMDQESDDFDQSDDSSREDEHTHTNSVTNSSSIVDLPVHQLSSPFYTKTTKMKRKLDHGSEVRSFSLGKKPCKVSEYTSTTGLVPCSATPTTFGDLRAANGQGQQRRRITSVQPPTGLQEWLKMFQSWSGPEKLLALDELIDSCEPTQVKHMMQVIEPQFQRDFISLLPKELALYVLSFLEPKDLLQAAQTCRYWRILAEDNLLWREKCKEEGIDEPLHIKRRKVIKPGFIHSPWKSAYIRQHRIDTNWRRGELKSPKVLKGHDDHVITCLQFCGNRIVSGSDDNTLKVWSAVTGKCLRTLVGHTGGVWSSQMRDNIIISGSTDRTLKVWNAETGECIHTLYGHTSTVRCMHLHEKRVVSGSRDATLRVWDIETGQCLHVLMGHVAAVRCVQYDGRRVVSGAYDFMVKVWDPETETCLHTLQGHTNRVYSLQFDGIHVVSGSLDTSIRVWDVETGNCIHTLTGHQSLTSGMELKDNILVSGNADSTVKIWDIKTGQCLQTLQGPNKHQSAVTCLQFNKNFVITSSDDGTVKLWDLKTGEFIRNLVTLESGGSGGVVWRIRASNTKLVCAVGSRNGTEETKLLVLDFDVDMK
GPR151 activ = activators of human GPR151. activation, % at 11.2 µM. PathHunter beta-arrestin GPR151 cells, luminescence. AID 1508602. Q8TDV0. 650,000 compounds, 1% hits; in the data active = activation above about 4.9%;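 also: 0% = median of compound wells and 100% = cells with positive control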
Target sequence (Q8TDV0 whole entry, looked up): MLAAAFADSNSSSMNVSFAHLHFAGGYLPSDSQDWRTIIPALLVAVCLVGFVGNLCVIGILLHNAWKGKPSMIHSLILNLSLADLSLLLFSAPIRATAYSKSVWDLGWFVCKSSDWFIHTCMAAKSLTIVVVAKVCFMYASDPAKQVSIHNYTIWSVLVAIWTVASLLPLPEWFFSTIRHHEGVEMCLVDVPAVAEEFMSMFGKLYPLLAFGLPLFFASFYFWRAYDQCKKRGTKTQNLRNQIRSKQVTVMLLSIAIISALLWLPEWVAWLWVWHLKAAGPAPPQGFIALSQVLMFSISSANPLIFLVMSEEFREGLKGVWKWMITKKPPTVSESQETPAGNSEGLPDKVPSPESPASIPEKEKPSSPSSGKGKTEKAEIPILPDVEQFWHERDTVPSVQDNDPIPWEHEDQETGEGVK
MITF inh = human MITF inhibition, primary screen. AID 1259374. 650,000 compounds, 0.91% hits. AlphaScreen MITF homodimerization, bead proximity signal. inhibition, % at 2.6 µM; in the data active = inhibition above about 50%;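 also: 0% = vehicle wells with protein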
* marks the source's active call; other numbers are inactive results; · = no result given; & = joins results of further samples.

Letters: A = TEAD-YAP block; B = FBW7 act; C = GPR151 activ; D = MITF inh
> Cc1oc(-c2ccccc2)nc1C(=O)Nc1ccc2c(c1)OCO2
  A: 3 | B: 0.0 | C: -0.1 | D: 5
> O=C(NCc1ccccn1)c1cccc(OC2CCN(C3CCSCC3)CC2)c1
  A: 5 | B: -0.1 | C: 8.7* | D: 1
> O=C(O)/C=C\C(=O)NNC(=O)c1cccc(Br)c1
  A: -33 | B: 0.0 | C: 0.2 | D: -1
> COc1ccc(N2C3=[N+](CCCCC3)CC2(O)c2ccccc2)cc1 (stereo not given)
  A: 1&8 | B: 0.4&0.2 | C: -1.2&-0.4 | D: 19&0
> COc1ccc(N2C(=O)CC(Sc3nccc(C)n3)C2=O)cc1 (stereo not given)
  A: -1 | B: 0.9 | C: -1.5 | D: -1
> CCS(=O)(=O)CCSc1nsc(SCCS(=O)(=O)CC)c1C#N
  A: 7 | B: 0.5 | C: -0.6 | D: 4
> Cc1cccc(-c2cc(=O)c3cc(NC(=O)c4cccnc4)ccc3o2)c1
  A: 6 | B: 0.0 | C: 3.2 | D: -2
> Fc1cccc(F)c1C1=CC(c2ccc(Cl)cc2)n2nnnc2N1 (stereo not given)
  A: 9 | B: 0.1 | C: 0.7 | D: 9
> Cn1c(CC(=O)c2ccc(O)cc2O)nc2ccccc21
  A: 31 | B: 0.1 | C: 0.0 | D: 0
> Fc1ccc(CSc2nn3cnnc3s2)cc1
  A: 58* | B: 0.7 | C: -1.4 | D: 8
> CCN(CC)C(=O)CN1C(=O)/C(=C/c2ccccc2)SC1=S
  A: 5 | B: -0.3 | C: 0.2 | D: -13
> CC1CN(C(=O)CN2C(=O)c3ccccc3C2=O)CC(C)O1 (stereo not given)
  A: 6 | B: 0.0 | C: -0.9 | D: 6
> O=C(CSc1nc2c(oc3ccccc32)c(=O)n1C1CCCC1)NCc1ccc(F)cc1
  A: 7 | B: 0.2 | C: 2.0 | D: 5
> Cc1cc(NC(=O)CSc2nnc(NC(=O)Cc3ccc(F)cc3)s2)no1
  A: 6 | B: 0.0 | C: -1.2 | D: 11
> CN(C)NC1=CC(=[N+]2CCCC2)CC(C)(C)C1
  A: 3 | B: 0.2 | C: 1.9 | D: -10

Following part:
Letters: A = TEAD-YAP block; B = FBW7 act; C = GPR151 activ; D = MITF inh
> FC(F)(F)c1cccc(NC(=S)N(Cc2ccccc2)Cc2ccccn2)c1
  A: 8 | B: -0.4 | C: 0.5 | D: -2
> Cc1ccc(NS(=O)(=O)c2ccccc2)c([N+](=O)[O-])c1
  A: 2 | B: -0.1 | C: 0.1 | D: 1
> COc1ccc(C(=O)Nc2ccc(S(=O)(=O)N3CCC(C)CC3)cc2)cc1Br
  A: -6 | B: 0.1 | C: 1.7 | D: -8
> Oc1ccc(-c2[nH]ncc2Oc2ccccc2)c(O)c1
  A: -8 | B: -0.1 | C: -0.5 | D: 12
> COc1cccc(CNc2nc3nc(C)c(Cl)c(C)n3n2)c1
  A: -3 | B: -0.5 | C: -0.5 | D: 12
> COc1nc(Nc2ccc(NC(C)=O)cc2)nc(-c2cccc(N)c2)n1
  A: 6 | B: -0.1 | C: -1.8 | D: -3
> O=c1oc2ccc(Br)cc2cc1-c1nnc(-c2cccc(F)c2)o1
  A: 6 | B: 0.3 | C: -1.0 | D: 6
> O=C(CCCc1nc2ccccc2s1)NNC(=O)CC12CC3CC(CC(C3)C1)C2
  A: 1 | B: 0.0 | C: 0.7 | D: -10
> COC(=O)C(C(=O)OC)C(C)(C)C(C(=O)OC)C(=O)OC
  A: -4 | B: 0.0 | C: 1.2 | D: -3
> CC(C)[C@H](O)C(=O)N1CCCN(S(=O)(=O)c2cccc3cnccc23)CC1
  A: 5 | B: 0.2 | C: -0.6 | D: 13
> O=C(CSC1CCCC1)Nc1ccc(-c2ccn[nH]2)cc1
  A: -76 | B: 0.2 | C: -2.2 | D: 2
> CCCCOC(=O)C1=C(C)NC2=C(C(=O)CC(C)(C)C2)C1c1cccc(O)c1 (stereo not given)
  A: 7 | B: 0.1 | C: 1.1 | D: 9
> C=CCNC(=S)NNc1nc(Nc2ccccc2)nc(N2CCCCC2)n1
  A: 34* | B: 0.0 | C: 1.2 | D: 15
> COc1ccc(CN2C(=O)C3CC=C(C)CC3C2=O)cc1 (stereo not given)
  A: 7 | B: 0.1 | C: -1.3 | D: 12
> COc1ccccc1Nc1cc(C(=O)NCCCN2CCCC2)c2ccccc2n1
  A: -6 | B: 0.0 | C: 0.1 | D: 2

(continued)
Letters: A = TEAD-YAP block; B = FBW7 act; C = GPR151 activ; D = MITF inh
> Cc1c(CNCCc2cccs2)c(C(=O)O)c(C)n1Cc1ccccc1F
  A: 5 | B: 0.9 | C: 2.5 | D: 28
> CC1CCC(C(C)C)C(OC(=O)Cn2c[n+](C)c3ccccc32)C1 (stereo not given)
  A: 26 | B: 0.0 | C: 2.1 | D: -2
> COc1ccc(/C(O)=C2\C(=O)C(=O)N(c3ccccn3)C2c2ccc(F)cc2)cc1 (stereo not given)
  A: 5 | B: 0.0 | C: -0.7 | D: 18
> CCSc1nnc2c(n1)OC(c1ccc(Br)s1)N(C(=O)CC)c1ccccc1-2 (stereo not given)
  A: 7 | B: 0.0 | C: 1.3 | D: 6
> CCOc1ccccc1NC(=O)c1cc(S(=O)(=O)N2CCN(c3cc(C)ccc3C)CC2)ccc1F
  A: 9 | B: -0.1 | C: -1.7 | D: 3
> Oc1ccc(/C=N/Nc2nc(-c3ccc4c(c3)OCCO4)cs2)cc1
  A: 2 | B: 0.0 | C: -1.3 | D: 2
> NCCNCCOCCOc1ccc(F)cc1
  A: 12 | B: -0.1 | C: 0.2 | D: 45
> CN1CCN(C(CC(=O)Nc2ccc(N(C)C)cc2)C(=O)O)CC1 (stereo not given)
  A: -4 | B: 0.0 | C: 1.0 | D: 4
> O=C(O)COc1ccc(C(=O)c2cccs2)c(Cl)c1Cl
  A: · | B: · | C: 2.1 | D: 12
> CCN1C(=O)c2cccc3c(S(=O)(=O)NCc4ccccn4)ccc1c23
  A: -3 | B: -0.2 | C: 1.3 | D: 7
> CC(=O)Nc1ccc(S(=O)(=O)N(c2cccnc2)S(=O)(=O)c2ccc(NC(C)=O)cc2)cc1
  A: -2 | B: 0.0 | C: -0.3 | D: 1
> CCN1C(=O)/C(=C2/C=Cc3ccccc3N2CC)S/C1=N\c1ncn[nH]1
  A: -21 | B: -0.4 | C: 0.2 | D: 14
> O=C(Nn1c(-c2ccc(F)cc2)nc2ccccc2c1=O)c1cc(Br)ccc1Cl
  A: 9 | B: 0.0 | C: -0.3 | D: -1
> O=C(N[C@H]1C[C@H]2C(=O)N3CCC[C@@H]3C(=O)N2C1)c1cccc(Br)c1
  A: -11 | B: -0.2 | C: 0.4 | D: -4
> COc1ccc(C2SCCN2C(=O)c2ccc([N+](=O)[O-])cc2)cc1[N+](=O)[O-] (stereo not given)
  A: 11 | B: 0.2 | C: -2.9 | D: 26

One compound at a time, from the list above. Order of values: TEAD-YAP block	FBW7 act	GPR151 activ	MITF inh
Profile of `Oc1ccc(/C=N/Nc2nc(-c3ccc4c(c3)OCCO4)cs2)cc1` : 2	0.0	-1.3	2
Profile of `CCSc1nnc2c(n1)OC(c1ccc(Br)s1)N(C(=O)CC)c1ccccc1-2` (stereo not given) : 7	0.0	1.3	6
Profile of `COc1ccc(C2SCCN2C(=O)c2ccc([N+](=O)[O-])cc2)cc1[N+](=O)[O-]` (stereo not given) : 11	0.2	-2.9	26
Profile of `CC1CCC(C(C)C)C(OC(=O)Cn2c[n+](C)c3ccccc32)C1` (stereo not given) : 26	0.0	2.1	-2
Profile of `Cc1c(CNCCc2cccs2)c(C(=O)O)c(C)n1Cc1ccccc1F` : 5	0.9	2.5	28

Further structures
Letters: A = TEAD-YAP block; B = FBW7 act; C = GPR151 activ; D = MITF inh
> Cc1ccc2nsnc2c1NC(=S)NC(=O)c1ccco1
  A: 16 | B: -0.3 | C: 0.2 | D: 11
> COc1ccc(NC(=O)C2=C(C)NC(=O)NC2c2cccs2)cc1 (stereo not given)
  A: 6 | B: -0.1 | C: 0.3 | D: 1
> CC(C1CC2CCC1C2)n1c(-c2ccco2)n[nH]c1=S (stereo not given)
  A: 3 | B: 0.0 | C: -0.4 | D: 14
> CCn1c(=O)cc(SCC(=O)Nc2cccc(Cl)c2)c2ccccc21
  A: -1 | B: 0.0 | C: -0.5 | D: -1
> COC(CNc1ncnc2c1c(-c1ccccc1)cn2-c1cccc(C)c1)OC
  A: -12 | B: -0.2 | C: -0.8 | D: 5
> CN(C(=O)c1ccn(C)n1)C(Cc1ccccc1)C1CCN(C2CCSC2)CC1 (stereo not given)
  A: -5 | B: 0.1 | C: -0.2 | D: 5
> Cc1ccc(-n2nc(C)c3c2OC(N)=C(C#N)C3c2ccc(Cl)cc2)cc1 (stereo not given)
  A: 8 | B: -0.5 | C: -1.2 | D: 4
> COc1ccc(-c2nc(C#N)c(NCc3ccccc3)o2)cc1
  A: -50 | B: 0.1 | C: 4.1 | D: 4
> CCCOc1ccc(-c2c3c(=O)c4ccccc4c3nc3c2c(=O)c2ccccc23)cc1
  A: -1 | B: -0.1 | C: -1.3 | D: -3
> Cc1ccc(Cn2c(C)c(CNC3CCC(C)CC3)c(C(=O)O)c2C)cc1 (stereo not given)
  A: -2 | B: -0.1 | C: -1.3 | D: 11
> O=C1OC(c2cccc(Cl)c2Cl)=N/C1=C/c1ccccc1[N+](=O)[O-]
  A: -2 | B: 0.1 | C: 0.4 | D: 8
> Cc1ccc(S(=O)(=O)N(CC(=O)O)C2CCCCC2)cc1
  A: 1 | B: -0.2 | C: 0.6 | D: 6
> O=C(O)c1cccc(N2CCCC2=O)c1
  A: -6 | B: 0.0 | C: 5.4* | D: -4
> Cc1cc2nc(SCCOC(=O)c3c(-c4c(Cl)cccc4Cl)noc3C)nc(C)c2cc1C
  A: -5 | B: 0.8 | C: -0.7 | D: 22
> O=C1Nc2cc(C(=O)N3CCCC3)ccc2N2CCCC12 (stereo not given)
  A: 6 | B: -0.2 | C: -0.6 | D: 12

Next section, overlapping the part above by 3 compounds.
Letters: A = TEAD-YAP block; B = FBW7 act; C = GPR151 activ; D = MITF inh
> O=C(O)c1cccc(N2CCCC2=O)c1
  A: -6 | B: 0.0 | C: 5.4* | D: -4
> Cc1cc2nc(SCCOC(=O)c3c(-c4c(Cl)cccc4Cl)noc3C)nc(C)c2cc1C
  A: -5 | B: 0.8 | C: -0.7 | D: 22
> O=C1Nc2cc(C(=O)N3CCCC3)ccc2N2CCCC12 (stereo not given)
  A: 6 | B: -0.2 | C: -0.6 | D: 12
> CN(CC1CCCN1C)c1nncc(-c2ccc3ccccc3c2)n1 (stereo not given)
  A: -52 | B: -0.1 | C: 0.7 | D: -3
> CCN1CCN(Cc2c(C(=O)OC(C)C)nnn2-c2nonc2N)CC1
  A: 2 | B: 0.3 | C: -1.1 | D: 19
> CC1=CC(=O)C(C(=O)/C=C/c2ccc(C(C)(C)C)cc2)C(=O)O1 (stereo not given)
  A: -52 | B: 0.1 | C: 0.6 | D: 7
> Cc1cc(N2CCCCC2)nc2ccc(NC(=O)/C=C/c3ccc(OC(C)C)cc3)cc12
  A: -7 | B: 0.0 | C: 0.2 | D: -4
> COc1ccc2c(c1)sc(=NC(=O)C1COc3ccccc3O1)n2C (stereo not given)
  A: -59 | B: 0.1 | C: 1.4 | D: 10
> COc1ccc(/C=C2/N=C(c3ccccc3C)OC2=O)cc1OC
  A: 14 | B: 0.3 | C: 4.5 | D: 18
> CNc1c(NS(=O)(=O)c2ccc(OC)c(OC)c2)c(=O)oc2ccccc12
  A: 2 | B: -0.3 | C: 1.2 | D: -6
> CC(=O)C1=C(C)NC(SCC(=O)Nc2ccccc2)=C(C#N)C1c1ccccc1Cl (stereo not given)
  A: -14 | B: 0.1 | C: -0.9 | D: 8
> CCC(=O)Nc1cc(Oc2cccc(C)c2)cc([N+](=O)[O-])c1
  A: 9 | B: -0.1 | C: 1.9 | D: 3
> O=C(NCc1cccnc1)c1cnc2n(c1=O)CCS2
  A: -5 | B: 0.0 | C: 1.6 | D: 3
> COc1ccccc1NC(=O)C(=O)N=Nc1c(O)n(C)c2ccccc12
  A: -3 | B: 0.0 | C: 1.4 | D: -10
> Cc1cc(=O)[nH]c(SCC(=O)C23CC4CC(CC(C4)C2)C3)c1C#N
  A: 7 | B: 0.3 | C: 0.2 | D: 3
> Cc1cc(SC2CCOC2=O)nc2ccccc12 (stereo not given)
  A: 1 | B: -0.1 | C: -0.8 | D: -1
> O=C(Cn1ncn2nc(-c3cccs3)cc2c1=O)NCc1ccccc1
  A: 10 | B: -0.1 | C: 0.1 | D: -3
> O=C(/C=C/c1ccccc1)NNC(=O)c1cc(Cl)ccc1O
  A: 6 | B: -0.3 | C: 0.2 | D: -5

New compounds follow
Letters: A = TEAD-YAP block; B = FBW7 act; C = GPR151 activ; D = MITF inh
> COCCCNS(=O)(=O)c1ccc2c(c1)NC(=O)CO2
  A: -5 | B: -0.1 | C: 2.8 | D: -1
> CCOC(=O)c1ccc(NC(=O)C(=O)N2CCCC2)cc1
  A: -42 | B: 0.9 | C: -2.0 | D: 4
> Cn1cc(S(=O)(=O)N2CCCCCC2)c(=O)n(C)c1=O
  A: -2 | B: 0.0 | C: 0.9 | D: -15
> CC(C)(C)NC(=O)C(=O)NNC(=O)c1ccc([N+](=O)[O-])cc1[N+](=O)[O-]
  A: -11 | B: 0.9 | C: -2.0 | D: 66*
> c1cc(CCNc2nccn3c(-c4ccc5c(c4)OCO5)cnc23)ccn1
  A: -6 | B: 1.0 | C: -0.5 | D: 20
> O=C(Nc1oc2ccccc2c(=O)c1-c1ccccc1)c1ccccc1
  A: -3 | B: -0.2 | C: 1.6 | D: -11
> c1ccc2c(c1)CC(c1nc3ccc(-c4cn[nH]c4)cc3[nH]1)O2 (stereo not given)
  A: -28 | B: 0.2 | C: -0.8 | D: 4
